RAD54 branch: blocks human RAD54 Holliday junction branch migration; Q92698; FAM/BHQ fluorescence; inhibition, % at 10.4 µM; 360,000 tested, 0.14% active; AID 602329;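 active = mean normalized replicate activity at least 40 and at least half of replicates scoring 40 or more; inconclusive = only one of the two criteria met; inactive = mean below 40 and under half of replicates reaching 40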;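 also: 0% = median of neutral control wells and 100% = median of positive control wells; inhibitors cause a drop in the FAM fluorescence signal; in these data hits start at about 50%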
Target sequence (Q92698 whole entry, looked up): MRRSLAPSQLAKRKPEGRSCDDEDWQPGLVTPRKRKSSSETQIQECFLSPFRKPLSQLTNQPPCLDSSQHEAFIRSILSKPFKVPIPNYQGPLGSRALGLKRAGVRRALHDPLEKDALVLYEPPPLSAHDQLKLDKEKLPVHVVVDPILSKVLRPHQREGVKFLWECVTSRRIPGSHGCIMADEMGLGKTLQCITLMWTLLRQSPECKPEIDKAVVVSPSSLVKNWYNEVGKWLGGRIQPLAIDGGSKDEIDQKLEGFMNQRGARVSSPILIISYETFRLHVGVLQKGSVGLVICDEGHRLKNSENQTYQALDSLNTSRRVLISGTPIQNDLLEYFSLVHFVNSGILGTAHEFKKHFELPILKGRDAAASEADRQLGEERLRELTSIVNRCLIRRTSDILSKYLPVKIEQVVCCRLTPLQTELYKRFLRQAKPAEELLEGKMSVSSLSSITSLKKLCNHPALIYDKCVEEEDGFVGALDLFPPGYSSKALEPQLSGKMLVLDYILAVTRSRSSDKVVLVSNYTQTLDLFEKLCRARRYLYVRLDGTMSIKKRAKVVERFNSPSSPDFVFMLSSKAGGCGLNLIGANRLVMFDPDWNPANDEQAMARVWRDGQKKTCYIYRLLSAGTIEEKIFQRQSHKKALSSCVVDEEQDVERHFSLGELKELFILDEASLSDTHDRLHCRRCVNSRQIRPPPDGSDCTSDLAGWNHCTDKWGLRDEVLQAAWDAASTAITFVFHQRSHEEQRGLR
CASP6 VEID inh: caspase-6 (human) enzyme inhibition | purified caspase-6, Z-VEID-R110 cleavage fluorescence | inhibition, % at 12.5 µM | 350,000 tested, 0.53% active;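 active = mean inhibition across replicates at least about 35%, with every replicate also reaching that limit, limit read from the data; inconclusive = only one of the two criteria met; inactive = neither criterion met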;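 also: 0% = median of neutral control wells and 100% = no fluorescence left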
Target sequence (P55212 24-179 limits assumed): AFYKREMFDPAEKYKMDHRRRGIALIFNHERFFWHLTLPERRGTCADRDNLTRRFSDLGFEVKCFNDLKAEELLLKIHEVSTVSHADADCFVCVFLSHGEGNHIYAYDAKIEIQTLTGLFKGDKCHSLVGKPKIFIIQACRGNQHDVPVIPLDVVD
Target sequence (P55212 194-293 limits assumed): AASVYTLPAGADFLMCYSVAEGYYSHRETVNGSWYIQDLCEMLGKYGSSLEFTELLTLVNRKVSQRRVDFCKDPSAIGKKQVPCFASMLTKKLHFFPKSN
Xi reactivation: reactivates the inactive X chromosome in mouse fibroblasts; 360,000 tested, 0.055% active; AID 743238; activation, % at 7.58 µM; XiGFP mouse fibroblasts, % GFP-positive cells imaging, 3 d; cells co-treated with 5-aza-dC sensitizer; scaled so ellipticine positive control = 100%;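 active = mean normalized replicate activation at least 10% and every replicate at or above 10%; inconclusive = only one of the two criteria met; inactive = mean below 10% and not all replicates reach 10%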;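 also: 0% = median of on-plate neutral control wells and 100% = ellipticine 6 µM median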
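Schedule: 3 d treatment, 15 min room-temperature fixation; system: 68-5-11 XiGFP fibroblast line; buffer or medium: DMEM plus 5-aza-dC sensitizer; control set: ellipticine 6 µM positive control; compound: one concentration, pinned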
DENV2 CPE: inhibitors of DENV2 cytopathic effect; 350,000 tested, 1.7% active; CPE inhibition, % at 9.99 µM; DENV2-infected cells, cytopathic effect rescue, plate reader; AID 651640; in the data active = CPE inhibition above about 20%, passing the limit was not always enough; inconclusive = no clear call, values can overlap the other calls; tested in BHK-21 cells;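 also: 0% = median of neutral control wells and 100% = median of positive control wells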
RAD52 anneal inh: blocks human RAD52 DNA annealing; AID 651710; inhibition, % at 18.7 µM; recombinant RAD52 DNA annealing, FRET fluorescence; 360,000 tested, 0.46% active;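 active = every replicate showing at least 50% inhibition; inconclusive = mean inhibition at least 50% but not in every replicate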
E-sel inducer: E-selectin induction on HUVECs; activation, % at 7.58 µM; P16581; AID 686992; HUVEC E-selectin immunofluorescence imaging; normalized: neutral wells 0, TNF-alpha wells 100; 260,000 tested, 0.37% active;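 active = mean E-selectin-positive cell signal at least 10% of the positive control, reached in at least 60% of replicates, without over 20% cell loss; inconclusive = no rule given, readout overlaps actives, possibly toxicity-flagged; inactive = the rest, including those meeting only one limit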;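 also: in these data hits start at about 27%; measured in HUVEC primary endothelial cells; signal is the percent of cells scored E-selectin positive by PE staining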
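Test system – human umbilical vein endothelial cells (HUVEC), E-selectin induction · Input – 3,000 HUVEC seeded per well · Buffer or medium – EGM-2, gelatin · Compound dosing – single-point compound dose · Detection – immunofluorescence imaging · Measure – percent E-selectin-positive cells · Controls – TNF-alpha high, DMSO low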
CFTR F508del cor: correctors of CFTR F508del function in bronchial epithelial cells | CFBE cells, YFP halide quenching; stimulated with forskolin plus potentiator P3; % fluorescence drop versus neutral controls | activity (quench increase), % at 7.58 µM | 350,000 tested, 0.36% active | AID 720511;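 active = mean added fluorescence quench of at least 8% versus neutral control, with both replicates also reaching 8%; inconclusive = only one of the mean or replicate conditions met; inactive = mean below 8% and not both replicates reaching 8%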;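 also: cells transiently co-express mutant CFTR-F508del with the halide-sensitive YFP; corrector assay measuring rescue of mutant channel to the surface after 24 h compound exposure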
INS-1E GSIS act: GLuc luminescence reporter in INS-1E cells, primary screen for activators of glucose-dependent secretion of insulin | INS-1E GLuc reporter insulin secretion, 2-3 h | activation, % at 16.6 µM | 370,000 tested, 0.61% active | AID 743287;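 active = lowest replicate activation of at least 40%, so every replicate reaches that level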;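 also: 0% = median of neutral control wells and 100% = median of IBMX positive control wells; some compounds called inactive have numbers as strong as hits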
* marks the source's active call; other numbers are inactive results; u = inconclusive; x = no result given.

SMILES | RAD54 branch | CASP6 VEID inh | Xi reactivation | DENV2 CPE | RAD52 anneal inh | E-sel inducer | CFTR F508del cor | INS-1E GSIS act
Cc1noc(C)c1NC(=O)N[C@@H]1C=C[C@@H](CC(=O)NCCCN(C)C)O[C@@H]1CO | x | x | 0.1 | x | x | 0.2 | -0.8 | 42
CC1(C(=O)Nc2ccccc2Cc2ccccc2)CCN1CCc1ccccc1 (configuration not stated) | 19 | 1 | 0.2 | -10 | -11 | -0.2 | -4.2 | -30
CCN(CC)CCN(C(=O)/C=C/c1cccs1)c1nc2ccc(C)cc2s1 | 10 | -4 | 0.0 | 2 | -17 | 0.0 | -0.1 | 9
Cc1[nH]c2ccccc2c1/C=N/NC(=O)c1cccc(Br)c1 | 3 | -1 | x | x | -44 | x | x | 18
COc1cccc(C(=O)NNC(=O)c2cccc3ccccc23)c1 | -6 | 3 | -0.1 | -5 | 12 | 2.7 | -2.7 | -10
Cc1ccc(S(=O)(=O)NCc2nc(-c3ccccc3)no2)cc1 | -12 | 1 | 0.1 | 2 | 0 | -1.1 | -0.9 | 14
C[C@@H]1CN([C@H](C)CO)C(=O)c2cc(-c3cccc(F)c3)cnc2O[C@@H]1CN(C)C(=O)C1CCCCC1 | -4 | -1 | 0.0 | -8 | 8 | -0.1 | 0.1 | 3
N=c1c(C(=O)NCC2CCCO2)cc2c(=O)n3ccccc3nc2n1Cc1ccc(Cl)cc1 (configuration not stated) | 15 | 3 | 0.1 | 0 | -42 | x | -1.4 | -6
CCCC(=O)Nc1ccc2c(c1)OC[C@@H](C)N(Cc1ccc(F)cc1)C[C@H](C)[C@@H](OC)CN(C)C2=O | 7 | x | 0.2 | 1 | -48 | -0.1 | 0.9 | -24
C[C@H]1CN([C@@H](C)CO)C(=O)c2cc(NC(=O)C3CC3)ccc2O[C@@H]1CN(C)C | 2 | -1 | 0.0 | 11 | -28 | -0.1 | -0.8 | 15
C[C@H](CO)N1C[C@H](C)[C@H](CN(C)C(=O)Nc2ccc3c(c2)OCO3)Oc2ccc(NC(=O)Cn3cnnn3)cc2C1=O | 6 | -1 | 0.0 | 0 | 6 | -0.2 | -4.9 | 5
COCCNC(=O)/C(C#N)=C/c1ccc(OC(=O)c2cccs2)c(OC)c1 | x | 2 | 0.2 | -2 | -4 | x | -2.3 | -15
O=C(OCCCc1cc2ccccc2c(=O)o1)c1ccc2c(c1)OCO2 | -11 | -5 | 0.2 | 18 | -13 | x | 3.0 | 12
CO[C@@H]1CN(C)C(=O)c2ccc(NC(=O)C3CCCCC3)cc2OC[C@@H](C)N(Cc2cccnc2)C[C@H]1C | -2 | -2 | 0.0 | 18 | 6 | 0.2 | 2.8 | -17
Nc1cc(=O)[nH]c(SCC(=O)Nc2nnc(-c3ccccc3)s2)n1 | x | 5 | 0.0 | 2 | -12 | x | 1.7 | -3
O=C(C[C@H]1C[C@H]2c3cc(NC(=O)c4ccc5c(c4)OCO5)ccc3O[C@H]2[C@@H](CO)O1)NCc1cccc(F)c1 | -5 | -6 | 0.1 | -6 | -1 | -0.3 | 1.2 | 29
C[C@@H]1CN([C@@H](C)CO)C(=O)c2cc(NC(=O)CCN3CCOCC3)ccc2O[C@H]1CN(C)Cc1ccc2c(c1)OCO2 | -1 | 0 | -0.7 | 6 | -20 | 0.0 | -2.1 | 1
C[C@@H]1CN([C@@H](C)CO)C(=O)c2cc(Br)cnc2O[C@H]1CN(C)CC1CCCC1 | 7 | -1 | -1.0 | 7 | 10 | 0.9 | -1.7 | 8
CCc1nc2c(OCCn3cccc3)cccn2c1N(C=O)Cc1ccc(OC)cc1 | 12 | 1 | 0.0 | 0 | -34 | -1.4 | 1.2 | -6
O=C(CN1CCOCC1)N[C@H]1CC[C@@H](CCNC(=O)C2CCCCC2)O[C@@H]1CO | -4 | -1 | -0.6 | -9 | -8 | -0.1 | -3.8 | 12
Cc1c(OCC(=O)Nc2cccnc2)ccc2c3c(c(=O)oc12)CCC3 | -5 | 0 | 0.5 | 2 | -6 | x | 1.2 | 7
O=[N+]([O-])c1ccc(NN=Cc2cccc([N+](=O)[O-])c2)cc1 | 2 | 3 | 0.3 | x | -2 | -0.2 | -1.2 | x
Cc1ccc(S(=O)(=O)Nc2ccc3c(c2)C(=O)N([C@H](C)CO)C[C@H](C)[C@@H](CN(C)C(=O)CCCN(C)C)OCCCC[C@H](C)O3)cc1 | -6 | -2 | 0.2 | 1 | 20 | x | -1.3 | 25
O=C(NCCOC(=O)c1ccccc1)c1ccc([N+](=O)[O-])cc1 | -6 | -2 | 0.1 | 3 | -1 | x | -5.0 | -9
COc1ccc(CNC(=O)CCS(=O)(=O)c2ccc3c(c2)CCN3C(C)=O)cc1 | -8 | 5 | 0.0 | 8 | 1 | x | 3.6 | 12
C[C@@H]1CN([C@@H](C)CO)C(=O)c2cc(NC(=O)Cn3cnnn3)ccc2O[C@H]1CN(C)CC1CCCCC1 | 6 | -4 | -0.1 | -9 | -22 | -0.5 | 2.5 | 10
CCCc1cc(=O)[nH]c(SCC(=O)N2CCCC2=O)n1 | 7 | 4 | 0.0 | 4 | -16 | 0.3 | 0.0 | 24
C[C@@H]1CN([C@@H](C)CO)S(=O)(=O)c2ccc(C#CCN(C)C)cc2O[C@H]1CN(C)C(=O)c1ccccc1F | -9 | 1 | -1.2 | -3 | -3 | 0.5 | x | 3
CC(=N)C1=C(O)CC(c2ccccc2)CC1=O (configuration not stated) | 3 | 5 | 0.3 | -4 | -10 | 0.5 | 1.0 | -28
OCC(O)C1OC(Nc2ccc(Br)cc2)C(O)C1O (configuration not stated) | x | 0 | 0.4 | 18 | -4 | x | x | 13
CC(=O)NC(CC(=O)Nc1nc(-c2ccc(N(C)S(C)(=O)=O)cc2)cs1)c1ccccc1 (configuration not stated) | -6 | 4 | 0.0 | -3 | -13 | x | 1.6 | -39
Cc1ccc(S(=O)(=O)N2CCOC2CNC(=O)C(=O)NCCCc2ccccc2)cc1 (configuration not stated) | 2 | 2 | 0.0 | u | -9 | 0.5 | -0.1 | -39
O=C(Nc1ccc(F)cc1)N1CC(=O)N2[C@H](CO)[C@H](c3ccc(C4=CCCC4)cc3)[C@H]2C1 | x | 4 | 0.1 | 2 | 6 | 0.1 | -3.5 | -12
Cc1cc(C)c(S(C)(=O)=O)c(N(C)NC(=O)c2c(F)cccc2F)n1 | -8 | 0 | 0.2 | x | -15 | x | -0.7 | 42
CC1(C)CC2CC(C)(CN2C(=O)c2ccc([N+](=O)[O-])cc2[N+](=O)[O-])C1 (configuration not stated) | x | 2 | 0.0 | 0 | -10 | x | -2.0 | -1
C[C@@H]1CCCCO[C@H](CN(C)S(=O)(=O)c2ccc(F)cc2)[C@@H](C)CN([C@@H](C)CO)C(=O)c2cc(NC(=O)Nc3ccc(C(F)(F)F)cc3)ccc2O1 | 1 | 0 | 0.0 | 9 | 5 | x | 4.8 | 4
O=C(COC(=O)CNC(=O)c1ccc(Cl)c([N+](=O)[O-])c1)NNC(=O)c1cccs1 | -7 | 3 | 0.0 | 2 | -2 | 0.4 | 0.2 | -9
O=C(Cc1cccnc1)N1CC(=O)N2[C@H](CO)[C@H](c3ccc(C#CC4CCCC4)cc3)[C@H]2C1 | x | 0 | 0.3 | u | -9 | 0.0 | 2.9 | 10
O=C(CNC(=O)c1ccco1)Nc1ccc(Br)cc1 | 1 | 2 | 0.1 | 12 | -4 | 0.2 | 1.7 | 15
CC(CCc1ccccc1)NCC#N (configuration not stated) | x | 2 | 0.0 | x | -9 | 0.0 | 0.5 | 2
Nc1c(N(CCO)C(=O)C2CCCCC2)c(=O)[nH]c(=O)n1Cc1ccccc1 | -4 | 1 | -0.1 | 8 | -64 | 5.4 | 0.7 | 4
CCOC(=O)C1CCN(c2c(N3CCCC(C(=O)OCC)C3)c(=O)c2=O)CC1 (configuration not stated) | -3 | 2 | 0.0 | u | -14 | 0.0 | -0.3 | -4
c1ccc(N2CCN(c3nc(-c4ccccn4)nc4ccccc34)CC2)cc1 | -8 | -1 | x | x | -12 | x | x | -9
CO[C@@H]1CC[C@H]2CCOc3c(C#N)cccc3C(=O)N(C)C[C@H](c3ccccc3)CC(=O)N(C)C[C@H]1O2 | 3 | -2 | 0.1 | 0 | 1 | 0.1 | 0.3 | 0
CCCC#Cc1ccc2c(c1)O[C@H](CN(C)C(=O)Nc1ccccc1F)[C@H](C)CN([C@@H](C)CO)S2(=O)=O | -4 | -1 | 0.0 | 0 | 14 | -0.1 | 3.5 | -34
C[C@H]1[C@@H](c2ccccc2)Oc2c(Cl)cccc2S(=O)(=O)N1C | x | 1 | 0.0 | 14 | -10 | x | 0.7 | 122*
CC[C@H](C)[C@H](NC(=O)OCc1ccccc1)C(=O)OCC(=O)N1CCN(c2ccc(OC)cc2)CC1 | -7 | -1 | 0.3 | -4 | -20 | -0.8 | 0.4 | -32
CNC(CC(C)C)C(=O)NC1C(=O)NC(CC(N)=O)C(=O)NC2C(=O)NC3C(=O)NC(C(=O)NC(C(=O)O)c4cc(O)cc(O)c4-c4cc3ccc4O)C(O)c3ccc(c(Cl)c3)Oc3cc2cc(c3OC2OC(CO)C(O)C(O)C2OC2CC(C)(N)C(O)C(C)O2)Oc2ccc(cc2Cl)C1O (configuration not stated) | 1 | 3 | -0.1 | -9 | 39 | -0.2 | -2.5 | 7
O=C(Nc1ccc(F)cc1)C(CCc1ccccc1)N1CCN(c2cccc(C(F)(F)F)n2)CC1 (configuration not stated) | x | -1 | -0.1 | -4 | -33 | -0.1 | -0.2 | -25
C[C@@H]1CN([C@@H](C)CO)C(=O)Cc2cc(N(C)C)ccc2O[C@H]1CN(C)S(=O)(=O)c1cccs1 | x | x | -1.4 | x | 20 | -0.1 | 3.7 | -4
CC(C)CN(CC(C)C)C(=O)COc1ccccc1C(N)=O | x | -1 | 0.5 | 2 | -15 | x | -0.1 | 12
CC(=O)N(C)C[C@@H]1Oc2cc(C#CC3CC3)ccc2S(=O)(=O)N([C@@H](C)CO)C[C@@H]1C | x | x | -0.9 | x | x | -0.2 | 0.3 | 23
CCCCC(=O)NC(=S)Nc1c(C)cc(Br)cc1C | -3 | 1 | 0.0 | x | -14 | x | 1.9 | -3
CC1(C)CC(=O)CC(=O)/C1=N\Nc1c(Cl)cc(Cl)cc1Cl | x | -2 | 0.1 | 1 | -8 | 0.0 | x | x
COc1ccc(Cl)cc1NC(=O)CCN1CCOCC1 | x | 1 | -0.1 | 13 | -10 | 0.0 | -1.0 | 11
COc1ccccc1OCCSc1nnc(CNC(=O)c2ccco2)n1C | -6 | x | 0.0 | 9 | -15 | -0.1 | 0.3 | 25
Cc1cc(C)c(NC(=O)Cn2c(=O)c3cccn3c3ccccc32)c(C)c1 | 10 | -3 | 0.0 | -3 | -12 | x | -0.6 | 3

An unsorted share of the library; about 3.7% have a hit in one of these screens.
